Sm TGR block = qHTS Assay for the Inhibitors of Schistosoma Mansoni Peroxiredoxins | Schistosoma mansoni thioredoxin glutathione reductase (TGR), Q962Y6 | purified TGR, DTNB reduction, TNB absorbance 405 nm | Potency, µM (doses to about 114 µM), inactives show top-dose activity change, negative = inhibition, actives largely listed as inhibitors | hit rate 3% among 360,000; active = well fitted inhibition curve with a large enough effect; inconclusive = small, poorly fitted or top-dose-only effect; inactive = no such curve, though single readings can be large or run the other way; note: nearly all actives have a fitted effect of over 60% in size
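First, TGR (20 nM dispensed) and NADPH were mixed with compound. Second, a 15 min room-temperature incubation followed. Third, further NADPH and then DTNB were added to start the reaction. Finally, TNB absorbance was monitored kinetically.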
Starred values were filed as active, the others as inactive; ? = inconclusive. % is set by controls: 0 for no effect and ±100 for the full control effect; potency is the fitted concentration of half-maximal effect. An excerpt (hit frequency here may not be typical).

SMILES | Sm TGR block
COCCn1c(=O)[nH]c2cc(C(=O)Nc3ccc(OC)cc3)ccc2c1=O | -6.7%
CCOc1ccc(C(=O)c2cn(CC(=O)Nc3ccc(OC)cc3)c3cc4c(cc3c2=O)OCCO4)cc1 | 6.5%
Cc1c(Cl)cccc1NC(=O)C(=O)NCCc1csc2nc(-c3ccccc3F)nn12 | -8.4%
CCOC(=O)c1cnc2nc(NCc3cccc(Br)c3)[nH]n2c1=O | -2.1%
Cc1oc2ncn(C)c(=O)c2c1C(=O)N1CCN(c2ccccc2F)CC1 | -3.2%
Cc1cccc(C)c1NC(=O)Cn1nnc(C(=O)NCc2ccc(F)cc2)c1N | -0.7%
COc1ccc(N(Cc2cccs2)C(=O)COc2cccc(C)c2C)cc1 | -0.8%
CCc1ccc2ncc3c(-c4ccc(C)cc4)nn(CC(=O)NCc4ccccc4)c3c2c1 | -0.9%
CC(=O)Nc1ccc2nc(SCCOc3ccccc3)sc2c1 | 4.1%
O=C(Nc1nnc(SCc2cc(=O)c3ccccc3[nH]2)s1)c1ccccc1 | -0.1%
Cc1ccc2oc(=O)c3cnn(CC(=O)NCc4ccccc4Cl)c3c2c1 | -4.9%
Cc1cccc(NC(=O)c2oc3ccc(S(=O)(=O)N4CCC5(CC4)OCCO5)cc3c2C)c1C | -27.1%
Cc1ccc(Nc2c(-c3ccc(N4CCOCC4)cc3)nc3ccc(Cl)cn23)cc1 | 7.8%
CCCOc1cccc(C(=O)Nc2cccc(-c3nc4ncccc4o3)c2C)c1 | 5.0%
COc1cccc(CN2C(=O)c3ccccc3C2C(=O)NCCc2ccc(OC)c(OC)c2)c1 (stereo unspecified) | 3.6%
COc1ccc(NC(=O)CCc2nc3cccnc3n2Cc2cccs2)c(OC)c1 | -9.0%
CCCCNC(=O)CCCn1c(=O)c2ccccc2n(Cc2c(C)cc(C)cc2C)c1=O | 0.9%
COCCCn1c(=N)c(C(=O)NCc2cccnc2)cc2c(=O)n3cc(C)ccc3nc21 | 0.6%
O=C(Cc1ccc(Cl)cc1)NCC(c1cccs1)S(=O)(=O)c1ccc(Cl)cc1 (stereo unspecified) | ?
COc1ccc2c(Sc3ccc(C)cc3)c(C(=O)NCCc3ccccc3)[nH]c2c1 | -3.8%
CN(C)C1(CNC(=O)COc2ccc([N+](=O)[O-])cc2)CCCCC1 | -9.4%
COc1cccc(C(=O)Nc2ccccc2-c2nnc(-c3cccc(OC)c3)o2)c1 | -0.3%
CCC(C)NC(=O)C(=O)Nc1c2c(nn1-c1ccccc1)CS(=O)(=O)C2 (stereo unspecified) | 7.1%
CCCCNC(=O)C1CCN(S(=O)(=O)c2ccc3c(ccn3CC)c2)CC1 | 4.8%
CCOc1ccccc1NC(=O)c1c(NC(=O)c2ccccc2)sc2c1CCCC2 | 6.5%
CC(C)Oc1ccc(C(=O)NCCc2csc(-c3cccc(F)c3)n2)cc1 | -3.5%
CCCCS(=O)(=O)c1oc(-c2ccc(F)cc2)nc1S(=O)(=O)c1ccc(C)cc1 | 3.16µM*
CC1CCN(c2nc3c(S(=O)(=O)c4ccccc4)nnn3c3ccsc23)CC1 | -6.6%
CC(C)(C)C(=O)OCc1cc(=O)n2nc(C3CCCCC3)sc2n1 | 0.5%
CC(=O)c1ccc(NC(=O)c2sc3nc4c(cc3c2N)N2CCC4CC2)cc1 | -1.5%
COc1ccc(Cl)cc1N(C)C(=O)Cn1cnc2sc(C)c(S(=O)(=O)N3CCN(c4ncccn4)CC3)c2c1=O | -3.1%
CCNc1nc(OC)nc(Oc2ccc(=O)[nH]n2)n1 | -3.9%
Cc1cccc(-c2nc(SCC(=O)N(C)c3ccccc3)c3c(=O)n(C)c(=O)n(C)c3n2)c1 | -16.2%
CC(=O)c1ccc(NC(=O)c2cc(C)nc3c2c(C)nn3-c2ccc(C)cc2)cc1 | 7.6%
Cc1ccc(N2CCN(c3nc4c(S(=O)(=O)c5ccc(C)c(C)c5)nnn4c4ccccc34)CC2)c(C)c1 | 1.7%
CCOC(=O)c1[nH]c(C)c(CCC(=O)Nc2ccc(N(CC)CC)cc2C)c1C | -4.1%
CC1CCCN(S(=O)(=O)c2ccc3c(c2)CCN3C(=O)CCC(=O)O)C1 (stereo unspecified) | 6.2%
Clc1ccc(C(c2ccccc2)c2c[nH]c3ccccc23)s1 (stereo unspecified) | -1.1%
Cc1ccc(-n2c(SCC(=O)Nc3cccc(F)c3)nc3c(oc4ccccc43)c2=O)cc1C | 0.6%
COc1cccc(CNC(=O)c2cccc(-n3c(C)nc4cccnc43)c2C)c1 | 0.6%

Copied from the list.
Cc1ccc(Nc2c(-c3ccc(N4CCOCC4)cc3)nc3ccc(Cl)cn23)cc1 @ Sm TGR block = 7.8%
Cc1cccc(-c2nc(SCC(=O)N(C)c3ccccc3)c3c(=O)n(C)c(=O)n(C)c3n2)c1 @ Sm TGR block = -16.2%
CCC(C)NC(=O)C(=O)Nc1c2c(nn1-c1ccccc1)CS(=O)(=O)C2 (stereo unspecified) @ Sm TGR block = 7.1%
CCNc1nc(OC)nc(Oc2ccc(=O)[nH]n2)n1 @ Sm TGR block = -3.9%
Cc1cccc(NC(=O)c2oc3ccc(S(=O)(=O)N4CCC5(CC4)OCCO5)cc3c2C)c1C @ Sm TGR block = -27.1%

Going on with the list:
SMILES | Sm TGR block
Cc1cccc(NC(=O)CSc2nc3ccc(NC(=O)c4ccccc4)cc3s2)c1 | -10.5%
Cn1c(=O)c2c(nc(Oc3ccccc3)n2Cc2c(Cl)cccc2Cl)n(C)c1=O | -0.6%
O=C(CNC(=O)c1ccccc1Cl)OCc1cc(=O)n2nc(C3CC3)sc2n1 | -2.9%
Cc1cc(C)cc(NS(=O)(=O)c2ccc3[nH]cc(C(=O)N4CCCCCC4)c(=O)c3c2)c1 | -2.9%
O=C(NCCSc1c(-c2ccc(F)cc2)[nH]c2ccccc12)c1ccc(S(=O)(=O)N2CCOCC2)cc1 | 1.6%
Cc1ccccc1Nc1c(-c2cccs2)nc2cccc(C)n12 | 1.2%
Cc1nc2c(C(=O)NCCc3ccc(Cl)cc3)c[nH]n2c(=O)c1Cc1ccccc1F | 7.2%
CC(=O)N1CCc2cc(Br)cc(S(=O)(=O)N3CCC(C)CC3)c21 | -8.0%
CCOc1ccc(CCNC(=O)CSc2nnnn2-c2ccccc2)cc1OCC | -9.8%
O=C(Nc1ccccc1C(F)(F)F)N1CCC(CN2CCc3ccccc3C2)CC1 | -1.3%
CCCSc1nc2sc3c(c2c(=O)n1Cc1ccccc1)CC(C)(CC)OC3 (stereo unspecified) | 0.1%
Cc1cccc(N2CCN(C(=O)c3cnc4c(C)cccn4c3=O)CC2C)c1 (stereo unspecified) | 9.5%
COc1ccc(-n2c(Cc3ccccc3)nnc2SCc2nc(-c3cccs3)no2)cc1 | 0.6%
Cc1c2cnn(CC(=O)N3CCN(c4ccc(F)cc4)CC3)c(=O)c2c(C)n1Cc1ccc(F)cc1 | 16.2%
CCOC(=O)C1(C)C=C(Nc2ccc(Br)cc2)C(=O)N1c1ccccc1 (stereo unspecified) | 1.2%
Cc1ccc(CNC(=O)Cn2cc(S(=O)(=O)Cc3ccccc3Cl)c3ccccc32)cc1 | -0.8%
COc1ccc(OC)c(NC(=O)c2c(NCc3ccc(OC)c(OC)c3)sc3c2CCC3)c1 | -5.5%
COc1ccc(-c2noc(CSc3nnc(Cc4ccccc4)n3-c3ccccc3)n2)cc1OC | -5.9%
Cc1nc2sc(C(=O)NCc3ccc(Cl)cc3)c(NC(=O)c3ccccc3)c2c(C)c1C | -3.7%
COc1cc(C2Nc3ccccc3-c3nnc(SCc4ccc(C)cc4)nc3O2)cc(OC)c1O (stereo unspecified) | -28.6%
Cc1ccc(-n2nc(C(=O)N3CCN(c4cccc(C(F)(F)F)c4)CC3)c3c4ccccc4n(C)c3c2=O)cc1 | 27.7%
CCc1ccc(S(=O)(=O)c2nnn3c2nc(Nc2ccc(NC(C)=O)cc2)c2sccc23)cc1 | 2.2%
Cc1ccc(-n2nc(CO)c(C(=O)NC(C)CCCc3ccccc3)n2)cc1 (stereo unspecified) | 0.4%
CCOC(=O)c1cc(-c2ccc(C)cc2)n(CCCC(=O)Nc2cc(C)ccc2C)c1 | -6.4%
O=C(NNc1ncnc2c1cnn2-c1ccccc1)c1ccccc1 | 2.6%
CCOC(=O)c1ccc(NC(=O)CC2Nc3cccc4cccc(c34)NC2=O)cc1 (stereo unspecified) | -35.9%
Cc1ccc(C)c(NC(=O)c2cnn(-c3ccc(F)cc3F)c2C2CCNCC2)c1 | -1.1%
CC(=O)Nc1ccc(NC(=O)Cn2c(=O)ccc3cc(S(=O)(=O)N4CCC(C)CC4)ccc32)cc1 | -1.0%
COC(=O)c1cc(S(=O)(=O)N2CCN(c3cccc(C)c3)C(C)C2)cn1C (stereo unspecified) | 6.0%
Cc1cccc(-c2nc(C)c(CCNC(=O)C(=O)Nc3ccccc3C#N)s2)c1 | -2.1%
Cc1cccc(N2CCN(C(=O)Cn3ncc4c3-c3cc(C)ccc3OC4)CC2C)c1 (stereo unspecified) | -0.7%
CCOc1ccc(NC(=O)c2oc3ccccc3c2NC(=O)Cc2ccc(F)cc2)cc1 | -6.5%
CC1(C)CC(=O)c2cc(-c3nc(-c4ccc(Cl)cc4)cs3)c(=O)n(-c3ccc(F)cc3)c2C1 | 1.2%
CCOc1ccc(-n2cc(C(=O)Nc3ccccc3OCC)c3cc(OC)c(OC)cc3c2=O)cc1 | -1.6%
COc1ccc(-n2c(SCC(=O)Nc3cc(C)cc(C)c3)nc3c(oc4ccccc43)c2=O)cc1 | 6.1%
Cc1cccc(NS(=O)(=O)c2ccc3c(c2)CCCN3C(=O)C2CCC2)c1C | 12.5%
Cc1ccc(CCNC(=O)C(NS(=O)(=O)c2ccc3c(c2)oc(=O)n3C)C(C)C)cc1 (stereo unspecified) | 1.6%
COc1ccc(-n2nnnc2C2CCN(S(=O)(=O)c3ccc(C)cc3)CC2)cc1 | 4.9%
COc1ccc(NC(=O)C2CCN(C3=NS(=O)(=O)C(c4ccc(C)c(C)c4)=C3C)CC2)c(OC)c1 | -21.1%
CCN(C(=O)Cn1nc(Cc2cccnc2)c2ccccc2c1=O)c1cc(C)ccc1C | 4.2%

A second format for part of the listing above.
structure,Sm TGR block
Cc1oc2ncn(C)c(=O)c2c1C(=O)N1CCN(c2ccccc2F)CC1,-3.2%
Cc1cccc(C)c1NC(=O)Cn1nnc(C(=O)NCc2ccc(F)cc2)c1N,-0.7%

Next part.
SMILES | Sm TGR block
CCOC(=O)c1ccc(NS(=O)(=O)c2ccc3c(c2)OCCO3)cc1 | 1.6%
COc1cc(OC)c(NC(=O)c2cnn(-c3ccccc3)c2-n2cccc2)cc1Cl | -1.5%
COc1ccc(C)cc1NC(=O)Nc1cccc(OCc2cc(=O)n3ccc(C)cc3n2)c1 | 16.9%
Cc1nc(N2CCOCC2)c2c(C(=O)NCc3cccc(Cl)c3)c(C)oc2n1 | 4.6%
O=C(Nc1ccc(F)cc1F)c1ccc(CN2CC(=O)N3CCCCC3C2=O)cc1 (stereo unspecified) | 5.7%
Cc1ccc(S(=O)(=O)C(CNC(=O)c2c(F)cccc2F)c2ccco2)cc1 (stereo unspecified) | -13.2%
Cc1ccc(CNC(=O)c2cc3sc(Cl)cc3n2C)cc1 | -3.5%
COc1ccc(-c2onc(C)c2C)cc1S(=O)(=O)NCc1ccc(Br)cc1 | 4.4%
COC(=O)c1c(NC(=O)c2ccc(S(=O)(=O)N3CCC(C)CC3)cc2)sc2c1CCN(C)C2 | -0.4%
COc1cccc(CNC(=O)CCn2cccn2)c1 | -1.4%
CCc1cccc(NC(=O)C2CCN(S(=O)(=O)c3cccc(-c4noc(C)n4)c3)CC2)c1 | 4.8%
COc1ccc(NC(=O)CC2C(=O)N(c3ccc(C)cc3)C(=O)N2Cc2ccc3c(c2)OCO3)cc1 (stereo unspecified) | 7.2%
Cc1ccc(Cl)cc1NC(=O)c1sc(-n2nc(C)c(Cc3ccc4c(c3)OCO4)c2C)nc1C | -1.0%
COc1ccc(Cl)cc1NC(=O)Cn1cc2c(n1)CCC(C)C2 (stereo unspecified) | 1.2%
O=C1COc2cc(S(=O)(=O)CCC(=O)NC3CCCCC3)c(Cl)cc2N1 | 0.3%
COc1ccc(C2CC(=O)c3cc(-c4nc(-c5cccc([N+](=O)[O-])c5)cs4)c(=O)n(-c4ccccc4)c3C2)cc1 (stereo unspecified) | 2.8%
CSc1nc(NCCOC(C)=O)c(C#N)c(-c2ccc(C(C)(C)C)cc2)n1 | -11.0%
Cc1ccccc1NC(=O)c1nc(-c2ccncc2)no1 | -6.3%
O=C(c1ccc2c(c1)CCN2S(=O)(=O)c1ccccc1)N1CCN(c2cccc(Cl)c2)CC1 | 6.2%
COc1ccc(N2C(=O)C(CC(=O)Nc3ccccc3)N(CCC3=CCCCC3)C2=O)cc1 (stereo unspecified) | -7.3%
CCc1ccc(OCC(=O)N(Cc2ccco2)Cc2ccco2)cc1 | -2.3%
Cc1cccc(N2CCN(C(=O)C3CCN(Cc4nc(-c5ccc(Cl)cc5)oc4C)CC3)CC2)c1C | 9.5%
COc1cccc(Cn2c(CNS(=O)(=O)c3ccc(C(C)(C)C)cc3)nc3cccnc32)c1 | -0.4%
O=C(COc1ccc(F)cc1)Nc1ccccc1C(=O)OCc1cc(=O)n2nc(C3CC3)sc2n1 | 3.4%
COc1ccccc1N1CCN(c2ccc(=O)n(CC(=O)NCc3ccc(F)cc3)n2)CC1 | -9.2%

An excerpt from above in order of formula weight, smallest number first:
SMILES | Sm TGR block
Cc1ccccc1NC(=O)c1nc(-c2ccncc2)no1 | -6.3%
CCc1ccc(OCC(=O)N(Cc2ccco2)Cc2ccco2)cc1 | -2.3%
CSc1nc(NCCOC(C)=O)c(C#N)c(-c2ccc(C(C)(C)C)cc2)n1 | -11.0%
COc1ccccc1N1CCN(c2ccc(=O)n(CC(=O)NCc3ccc(F)cc3)n2)CC1 | -9.2%
O=C(c1ccc2c(c1)CCN2S(=O)(=O)c1ccccc1)N1CCN(c2cccc(Cl)c2)CC1 | 6.2%
Cc1cccc(N2CCN(C(=O)C3CCN(Cc4nc(-c5ccc(Cl)cc5)oc4C)CC3)CC2)c1C | 9.5%

Screens (PubChem BioAssay)
